HKDC1 inh: HKDC1 hexokinase inhibitors, primary screen, biochemical, fluorescence, uHTS | Q2TB90 | recombinant HKDC1, G6PDH/diaphorase resazurin coupled fluorescence | 340,000 tested, 0.16% active | AID 493160, 2011 | inhibition, % at 20 µM;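 active = inhibition above about 35% when tested at 20 µM, limit read from the data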;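 also: plate controls were DMSO wells with enzyme for no effect and DMSO wells lacking enzyme for full effect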
Target sequence (Q2TB90 whole entry, looked up): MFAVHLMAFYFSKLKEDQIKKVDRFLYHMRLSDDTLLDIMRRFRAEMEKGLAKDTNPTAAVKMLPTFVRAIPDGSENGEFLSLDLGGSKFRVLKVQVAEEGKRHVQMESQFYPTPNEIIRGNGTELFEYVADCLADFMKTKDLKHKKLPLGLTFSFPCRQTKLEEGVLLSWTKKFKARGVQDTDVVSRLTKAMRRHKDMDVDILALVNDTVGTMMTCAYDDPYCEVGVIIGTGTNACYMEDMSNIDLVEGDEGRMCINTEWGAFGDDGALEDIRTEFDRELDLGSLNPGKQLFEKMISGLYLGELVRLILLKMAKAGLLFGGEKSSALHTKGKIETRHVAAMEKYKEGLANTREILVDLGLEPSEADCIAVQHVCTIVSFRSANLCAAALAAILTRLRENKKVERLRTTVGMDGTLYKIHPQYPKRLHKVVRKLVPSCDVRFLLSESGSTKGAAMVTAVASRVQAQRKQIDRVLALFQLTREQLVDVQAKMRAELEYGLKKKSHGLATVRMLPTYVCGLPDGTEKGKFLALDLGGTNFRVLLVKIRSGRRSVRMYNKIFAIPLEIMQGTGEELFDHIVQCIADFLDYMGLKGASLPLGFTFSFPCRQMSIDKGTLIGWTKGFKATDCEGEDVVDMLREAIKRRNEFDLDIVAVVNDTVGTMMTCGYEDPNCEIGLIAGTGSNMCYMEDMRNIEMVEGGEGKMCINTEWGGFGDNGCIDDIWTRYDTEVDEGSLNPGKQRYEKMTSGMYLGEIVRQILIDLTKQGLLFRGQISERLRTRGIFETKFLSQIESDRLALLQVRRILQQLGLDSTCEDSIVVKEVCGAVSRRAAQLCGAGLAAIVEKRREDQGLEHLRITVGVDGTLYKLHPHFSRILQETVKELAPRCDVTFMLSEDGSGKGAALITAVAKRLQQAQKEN
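Material: recombinant HKDC1 hexokinase; Amount: HKDC1 at 5 µg/mL; Medium: Tris pH 8.0 buffer with MgCl2, Tween-20, BSA, BME; Schedule: 90 min reaction incubation at room temperature, dark; Technique: coupled resazurin fluorescence, excitation 525 nm, emission 613 nm.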
SENP8 block-1: SENP8 protease inhibitors, primary screen, biochemical, luminescence | 330,000 tested, 1.2% active | Sentrin-specific protease 8 (Homo sapiens), Q96LD8 | AID 2540, 2010 | inhibition, % at 10 µM | purified SENP8, Z-RLRGG-aminoluciferin cleavage; in the data active = inhibition above about 50%
Target sequence (Q96LD8 whole entry, looked up): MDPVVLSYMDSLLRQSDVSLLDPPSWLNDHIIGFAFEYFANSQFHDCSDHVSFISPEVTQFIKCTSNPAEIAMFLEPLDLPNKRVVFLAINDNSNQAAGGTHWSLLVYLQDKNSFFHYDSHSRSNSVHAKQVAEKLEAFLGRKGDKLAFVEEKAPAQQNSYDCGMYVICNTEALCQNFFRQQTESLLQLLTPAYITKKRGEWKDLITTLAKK
SENP6 block: SENP6 protease inhibitors, primary screen, biochemical, luminescence, uHTS. Sentrin-specific protease 6 (Homo sapiens), Q9GZR1. Recombinant SENP6 catalytic domain, aminoluciferin luminescence. inhibition, % at 10 µM. 330,000 tested, 1.8% active;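 active = inhibition above about 50% at the single tested dose, limit read from the data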;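 also: plate controls were DMSO wells with enzyme for no effect and DMSO wells lacking enzyme for full effect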
SENP7 inh: SENP7 protease inhibitors, primary screen, biochemical, luminescence, uHTS. Sentrin-specific protease 7 (Homo sapiens), Q9BQF6. recombinant SENP7, Z-RLRGG-aminoluciferin luminescence, 40 min. inhibition, % at 5 µM. 330,000 tested, 1.5% active. AID 434973, 2010;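 active = inhibition above about 50% at the single test dose, limit read from the data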;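 also: plate controls were DMSO with enzyme for no effect and no enzyme buffer wells for full effect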
PfG6PD inh: PfG6PD enzyme inhibitors, primary screen, biochemical, fluorescence intensity, uHTS | glucose-6-phosphate dehydrogenase-6-phosphogluconolactonase (Plasmodium falciparum 3D7) | PfGluPho enzyme, NADPH resazurin-diaphorase fluorescence | inhibition, % at 20 µM | 350,000 tested, 0.78% active | AID 504690, 2011;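 active = inhibition reaching at least a set limit at 20 µM in the primary screen, cut at about 59% in these data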;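 also: 0% = DMSO wells with substrate and 100% = DMSO wells lacking glucose-6-phosphate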
Apaf1 inhib: inhibitors of human Apaf-1 apoptosome, primary screen, biochemical, DEVD-Rh110 fluorescence, uHTS; Apoptotic protease-activating factor 1 (Homo sapiens), O14727; reconstituted apoptosome caspase-3 activity; inhibition, % at 20 µM; 330,000 tested, 0.71% active; AID 489030, 2010; active = inhibition of at least 40% at 20 µM;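 also: plate controls were DMSO wells for no effect and DEVD-CHO caspase inhibitor wells for full effect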
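System: Apoptosome proteins | Medium: Hepes pH 7.5 with detergent and BSA | Also added: Cytochrome c trigger plus (Z-DEVD)2-Rh110 caspase-3 substrate | Incubation: 30 min compound preincubation, 50 min activation, room temperature | Detection: Rhodamine 110 fluorescence at Ex 480/Em 540 nm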
SENP1 FRET inh: human SENP1 catalytic domain inhibitors, primary screen, biochemical, FRET, uHTS. Sentrin-specific protease 1 (Homo sapiens), Q9P0U3. recombinant SENP1 catalytic domain, CyPet-SUMO1-YPet FRET cleavage. inhibition, % at 10 µM. 360,000 tested, 0.21% active;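 active = inhibition at least 30% at 10 µM, raw YFP signal under a set limit, fluorescence ratio 0.5 to 1.5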;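 also: 0% = enzyme with DMSO and 100% = no enzyme wells; some results filed as inactive read as strong as hits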
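Assay system: hSENP1 catalytic domain, recombinant. Amount: SENP1 enzyme, 20 pM final. Schedule: 50 min reaction, RT, dark. Technique: FRET, CFP and YFP emission. Control set: no-enzyme wells low, DMSO-plus-enzyme wells high control.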
SENP8 block-2: human SENP8 protease inhibitors, primary screen, biochemical, fluorescence, Nedd8 protein substrate, uHTS | 360,000 tested, 0.64% active | recombinant SENP8 | AID 602440, 2012 | inhibition, % at 20 µM; in the data active = inhibition mostly above about 40%, no sharp cut-off; inactive = mostly below about 27%
* marks the source's active call; other numbers are inactive results; x = not tested or not shown.

SMILES	HKDC1 inh	SENP8 block-1	SENP6 block	SENP7 inh	PfG6PD inh	Apaf1 inhib	SENP1 FRET inh	SENP8 block-2
CCCC(C(=O)Nc1ccc(S(=O)(=O)N2CCCC2)cc1)c1ccccc1 (stereo not drawn)	1	0	-13	-2	27	2	2	6
COc1ccc(/C=C2\SC(=O)N(CCC(=O)N(C)C3CCS(=O)(=O)C3)C2=O)cc1 (stereo not drawn)	-1	4	5	3	13	2	1	3
C/C=C/C1=CC(=O)C[C@H](c2ccc(OC)c(OC)c2)C1	1	2	-5	-4	12	-3	0	13
COc1ccc(C(C(=O)NCC2CCCO2)N(C(=O)c2snc(C(N)=O)c2N)c2ccc(C)cc2)cc1OC (stereo not drawn)	-2	-4	-18	-8	14	1	-22	-310
COC(=O)C1CCN(C(=O)COC(=O)CSc2ccc(C(N)=O)cc2[N+](=O)[O-])CC1	-3	0	6	7	6	-5	2	-2
CS(=O)(=O)c1nc(S(=O)(=O)c2ccc(Cl)cc2)c(N2CCOCC2)s1	-3	-5	-8	-6	3	-3	1	22
COc1cc(CN(CC(C)C)S(=O)(=O)c2ccccc2Br)cc(OC)c1	7	x	x	-2	19	20	3	1
Cn1c(=O)[nH]c(=O)c2c1nc(CN1CCOCC1)n2CCCO	6	-5	-6	12	-11	-6	0	7
COc1cccc(C(=O)C2CCCN(C/C=C/c3ccccc3OC)C2)c1 (stereo not drawn)	-2	-7	-20	2	11	12	-2	7
N#Cc1c(-c2ccccc2)c(-c2ccccc2)nn(CC(=O)NNC(=O)Nc2ccc(Cl)c(Cl)c2)c1=O	3	0	-19	3	3	21	-2	-75
CC(=O)Nc1ccc(C(=O)NNC(=O)c2cccc(C)c2)cc1	-2	-6	-4	-5	8	-11	-1	14
Cc1cc(C)nc(NS(=O)(=O)c2ccc(N/C=C3\CCCC3=O)cc2)n1	-6	2	-10	0	-13	-11	-7	-6
COCCCNC(=S)NC(=O)c1ccc(C)cc1	-13	-4	-22	-2	-2	-7	2	1
OCc1ccc(-c2nn(Cc3ccccc3)c3ccccc23)o1	-2	-9	-6	-17	8	14	1	-392
CSCCC(NC(=O)c1ccccc1Br)C(=O)N1CCN(C(C)=O)CC1 (stereo not drawn)	-4	-1	-1	-2	4	48*	1	-4
COc1ccccc1CNC(=O)c1c(-c2ccccc2)nn(-c2ccccc2)c1C	4	2	-27	-1	-15	5	1	8
c1ccc(N2CCN(c3nc4cc5c(cc4s3)OCO5)CC2)cc1	-3	-2	-2	-4	17	4	-26	-2
COc1ccccc1NS(=O)(=O)c1ccc(C(=O)N2CCN(c3ccccn3)CC2)cc1	-2	4	5	-9	-14	-5	1	20
CCN(CC)C(=O)c1c[nH]c2ccc(S(=O)(=O)Nc3cc(C)cc(C)c3)cc2c1=O	-2	0	-10	-1	-1	3	-1	-134
Cc1cccc(CNC(=O)c2cc(S(=O)(=O)N3CCOCC3)cn2C)c1	-3	-4	-6	6	-6	-2	0	16
COc1ccc(N2C(=O)CC(Sc3ncn[nH]3)C2=O)c(OC)c1 (stereo not drawn)	3	13	-8	-4	-2	-9	0	5
COc1cc(NCCCC(C)N)c2ncccc2c1 (stereo not drawn)	18	x	x	x	23	x	-5	57*
O=S(=O)(Nc1cc(Cl)ccc1-n1cncn1)c1cc(Br)ccc1Br	1	-9	-23	-15	-20	5	1	13
Nc1nc(=S)ss1	-32	x	x	x	24	x	2	12
CCN(CC(=O)Nc1ccc(NC(C)=O)cc1)C(=O)C1CC(=O)N(CCc2ccc(OC)c(OC)c2)C1 (stereo not drawn)	-8	-1	-2	-3	7	15	-1	4

Next section; the last seven above are carried over.
SMILES	HKDC1 inh	SENP8 block-1	SENP6 block	SENP7 inh	PfG6PD inh	Apaf1 inhib	SENP1 FRET inh	SENP8 block-2
CCN(CC)C(=O)c1c[nH]c2ccc(S(=O)(=O)Nc3cc(C)cc(C)c3)cc2c1=O	-2	0	-10	-1	-1	3	-1	-134
Cc1cccc(CNC(=O)c2cc(S(=O)(=O)N3CCOCC3)cn2C)c1	-3	-4	-6	6	-6	-2	0	16
COc1ccc(N2C(=O)CC(Sc3ncn[nH]3)C2=O)c(OC)c1 (stereo not drawn)	3	13	-8	-4	-2	-9	0	5
COc1cc(NCCCC(C)N)c2ncccc2c1 (stereo not drawn)	18	x	x	x	23	x	-5	57*
O=S(=O)(Nc1cc(Cl)ccc1-n1cncn1)c1cc(Br)ccc1Br	1	-9	-23	-15	-20	5	1	13
Nc1nc(=S)ss1	-32	x	x	x	24	x	2	12
CCN(CC(=O)Nc1ccc(NC(C)=O)cc1)C(=O)C1CC(=O)N(CCc2ccc(OC)c(OC)c2)C1 (stereo not drawn)	-8	-1	-2	-3	7	15	-1	4
N#Cc1ccc(NC(=O)CN2C(=O)NC(Cc3ccccc3)C2=O)cc1 (stereo not drawn)	0	5	-1	7	-6	7	0	16
COc1ccc(C(C(=O)NC2CCCCC2)N(C(=O)c2csnn2)C2CC2)cc1 (stereo not drawn)	-4	5	-13	0	-6	7	6	5
COCCNc1nc2c(c(=O)n(Cc3ccccc3F)c(=O)n2C)n1C	-3	10	-36	-6	1	2	-1	11
COCCN1CCc2c(C)nc3c(-c4ccc(OC)c(OC)c4)cnn3c21	-1	4	9	-2	-8	3	-2	-108
CCC(NC(=O)C(C)NC)C(=O)N1CCCC1C(=O)NC1CCCc2ccccc21 (stereo not drawn)	4	2	-8	5	-7	-5	4	15
COc1ccc(CCNC(=O)c2ccc([N+](=O)[O-])cc2Cl)cc1OC	2	-2	-1	11	3	-7	2	2
CCC1CCC(C(=O)NC(CCSC)C(=O)NCCc2ccc(S(N)(=O)=O)cc2)CC1 (stereo not drawn)	-3	-9	-27	-3	4	5	2	21
COC(=O)C1CC(O)C(O)C(O)C1 (stereo not drawn)	-8	x	x	x	-12	x	2	-178
O=C(COc1ccc2c(c1)oc(=O)c1ccccc12)N[C@@H](Cc1c[nH]c2ccccc12)C(=O)O	-2	6	11	3	-12	-6	1	-104
CC(=O)NCC(=O)N[C@@H](CC(=O)OCc1ccccc1)C(=O)OCc1ccccc1	-1	-2	-11	1	-4	-7	3	44*
Oc1ccc(/C=N/N2CCN(C3c4ccccc4-c4ccccc43)CC2)c(O)c1	0	-5	1	-6	-15	1	1	11
O=C(N1CCC(n2nc(-c3ccccc3)oc2=O)CC1)C1(c2ccccc2)CC1	-5	-11	-16	-11	-7	21	1	4
CCOC(=O)CSc1nnc(CNC(=O)c2ccc(OC)cc2OC)n1C	11	5	-19	4	6	-9	1	16
O=C(NCc1ccccc1)C(Cc1ccccc1)N1C(=O)C2C3CCC(C3)C2C1=O (stereo not drawn)	0	-5	-9	0	-3	-3	5	7
COC(=O)c1ccc(Cl)c(NC(=O)CN(c2ccc(OC)cc2)S(=O)(=O)c2ccccc2)c1	-3	4	-3	4	-3	15	0	14
COc1ccc(Cc2nc3ccc(C(=O)NC(C)Cc4ncccc4C)cc3o2)cc1OC (stereo not drawn)	-3	-2	-11	-4	4	11	0	-1
CCOC(=O)c1nn(-c2ccc(C)c(C)c2)c(=O)c2c(N)scc12	18	3	51*	9	39	56*	13	60*
CC(C)CC(=O)Nc1ccc(C(=O)COc2ccc(-c3nnco3)cc2)cc1	-1	-5	-8	0	-8	12	-12	-13
Cc1ccc(S(=O)(=O)NCC(=O)OC(C)C(=O)NC2CCCCC2C)cc1C (stereo not drawn)	7	-1	4	-4	-17	2	0	8
COc1cc2c3nc4n(c(=O)c3n(CC(=O)N3CCCC3)c2cc1OC)CCS4	-3	x	x	x	-9	x	1	2
COc1ccc2c(c1)C(SCC(=O)NCCc1ccc(Cl)cc1)CC(C)(C)O2 (stereo not drawn)	-4	1	6	6	10	14	-3	-6
COC(=O)c1ccccc1NC(=O)Nc1nnc(N2CCC(C)CC2)s1	-3	8	8	6	12	-5	2	-12
COc1ccc(C)cc1NC(=O)c1ccc2c(c1)OCO2	-7	-3	7	3	15	0	3	23
COc1cc(OC)c(OC)cc1CNC(=O)c1cc(S(=O)(=O)N(C)c2ccccc2OC)ccc1C	0	x	x	x	4	x	2	1
CCNc1nc(Oc2ccc(C#N)cc2)cc(C(F)(F)F)n1	-5	1	-5	-4	1	9	4	-48

New compounds follow
SMILES	HKDC1 inh	SENP8 block-1	SENP6 block	SENP7 inh	PfG6PD inh	Apaf1 inhib	SENP1 FRET inh	SENP8 block-2
Nc1ccc(CSc2ccccc2)cc1	-1	x	x	x	25	x	3	10
CCCc1cc(C(=O)Nc2ccc(C(=O)c3ccccc3)cc2)n(C)n1	5	-4	12	12	10	20	1	5
Cc1ccccc1NC(=O)COc1ccc(Br)cc1C	-5	-13	5	-7	9	10	-1	16
Cc1nn(CC(=O)NC(=O)NC2CCCC(C)C2C)c(=O)c(C#N)c1C (stereo not drawn)	3	2	-9	-3	8	4	-1	-56
CC(C)Oc1ccc(/C=C(/NC(=O)c2ccccc2)C(=O)NC(Cc2ccccc2)C(=O)O)cc1 (stereo not drawn)	-4	-6	-22	-1	-15	2	-9	7
O=C(O)CCCn1cc(NC(=O)c2ccco2)cn1	2	-4	-31	-5	-10	-4	1	0
COCCCNC(=O)Cc1c(C)c2cc3c(cc2oc1=O)OC(C)(C)CC3	2	-2	-12	-2	2	6	-2	-268
Cc1ccc(S(=O)(=O)n2cnc(C)c2)cc1	-2	-13	-10	-17	3	0	-1	10
CCc1cc2c(=O)c(-c3ccc(F)cc3)c(C(F)(F)F)oc2cc1OCC(=O)O	x	-8	1	-5	x	6	x	x
COc1cccc(N2CCN(C(c3ccccn3)c3nnnn3C(C)(C)C)CC2)c1 (stereo not drawn)	-8	-12	-12	-3	-17	-1	1	25
O=C(/C=C/c1ccco1)NC(=S)Nc1cc(-c2nc3ccccc3s2)ccc1Cl	11	x	x	x	-4	x	0	-33
Cc1nc(-c2ccc(Cl)cc2)sc1C1(C)CC(c2c(Cl)cccc2Cl)=NO1 (stereo not drawn)	-2	-2	-16	0	3	3	-2	-48
c1ccc2c(c1)nc(N1CCOCC1)c1c3ccccc3[nH]c21	-9	-8	4	-4	2	12	-63	-275
COc1cccc(C(=O)N2C(C(=O)O)CSC2c2ccccc2Cl)c1 (stereo not drawn)	4	14	14	4	-21	-3	0	2
CC(C)COc1ccc(C(=O)OCCN2CCOCC2)cc1	-5	x	x	x	8	x	2	28
Cc1ccc(NC(=O)COC(=O)C2CCN(c3ccc(C(F)(F)F)cn3)CC2)cc1	3	4	2	5	26	15	-1	-37
CNc1cc([N+](=O)[O-])ccc1N/C=C/C(=O)c1cccs1	-3	-10	9	-11	20	13	17	42*
CC(=O)c1c(C)[nH]c(C(=O)Nc2ccc(C)c(S(=O)(=O)Nc3ccc(C)cc3C)c2)c1C	3	-7	-8	-6	-11	3	2	-31
CCOC(=O)N1CCN(C(=O)C2CC(c3ccccc3OC)=NO2)CC1 (stereo not drawn)	-8	2	0	9	-3	-10	0	23

Source: PubChem BioAssay (Sanford-Burnham Center for Chemical Genomics)
